High-throughput results from PubChem.
Tau fibril ThT = qHTS for Inhibitors of Tau Fibril Formation, Thioflavin T Binding; Microtubule-associated protein tau (Homo sapiens), P10636; recombinant tau K18 P301L, heparin-induced fibrillization, ThT fluorescence; Potency, µM (top dose mostly 57.4 µM), without a hit: at the top dose activity, negative = inhibition, most hits filed as inhibitors; 2.1% of 270,000 active; further: on the % scale 0 is the no-effect control and ±100 the full control effect; nearly all actives have a fitted effect of over 55% in size
Target sequence (P10636 561-689 P618L limits assumed): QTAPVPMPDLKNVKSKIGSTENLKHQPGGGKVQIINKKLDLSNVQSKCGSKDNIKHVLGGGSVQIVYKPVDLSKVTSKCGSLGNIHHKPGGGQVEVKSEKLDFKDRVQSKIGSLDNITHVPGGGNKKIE
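In this qHTS, human K18 P301L tau is incubated with compound and heparin for 6 hr at 37 C, and Thioflavin T fluorescence then reports fibril load.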
GLA spleen mod = qHTS Assay for Inhibitors and Activators of Human alpha-Galactosidase From Spleen Homogenate | AID 2107, 2009 | 0.008% of 240,000 active | human spleen homogenate, 4MU-alpha-Gal fluorescence, 40 min | Alpha-galactosidase A (Homo sapiens), P06280 | Potency, µM (doses to about 80 µM), for inactives: at the highest dose activity change, negative = inhibition, most hits filed as inhibitors;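 further: 0% = enzyme with vehicle and -100% = no enzyme basal signal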
Target sequence (P06280 32-429 limits assumed): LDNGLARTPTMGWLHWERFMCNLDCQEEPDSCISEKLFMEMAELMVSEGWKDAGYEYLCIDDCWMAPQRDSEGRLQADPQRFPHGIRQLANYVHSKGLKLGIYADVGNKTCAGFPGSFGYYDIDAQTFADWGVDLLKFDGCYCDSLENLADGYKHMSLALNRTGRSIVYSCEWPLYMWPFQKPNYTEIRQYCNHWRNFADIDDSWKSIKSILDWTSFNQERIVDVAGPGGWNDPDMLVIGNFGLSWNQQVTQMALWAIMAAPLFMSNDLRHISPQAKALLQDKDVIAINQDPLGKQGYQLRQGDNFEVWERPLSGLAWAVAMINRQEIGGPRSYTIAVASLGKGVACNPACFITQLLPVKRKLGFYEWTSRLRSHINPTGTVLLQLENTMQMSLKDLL
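Human spleen homogenate (1 ug) was the enzyme source, with 4-methylumbelliferyl-alpha-D-galactopyranoside (1 mM final) in pH 5.0 citrate buffer with 0.01% Tween-20. Compounds were titrated; after 40 min at 37C, NaOH/glycine stop, 4-MU fluorescence read; AC50 from Hill fits.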
GAA spleen mod = qHTS Assay for Inhibitors and Activators of Human alpha-Glucosidase From Spleen Homogenate. Lysosomal alpha-glucosidase (Homo sapiens), P10253. human spleen homogenate, 4-MU-alpha-glucoside fluorescence. Potency, µM (highest dose often 79.9 µM), without a hit: top-dose activity change, negative = inhibition, most hits filed as inhibitors. 0.006% of 240,000 active. AID 2112, 2009;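 further: 0% = enzyme with vehicle and -100% = no enzyme basal signal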
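Human spleen homogenate (1 ug) with 4-methylumbelliferyl-alpha-D-glucopyranoside (1 mM final) in 50 mM citrate/phosphate pH 5.0, 0.01% Tween-20; 40 min at 37 C. Stopped at pH 10; 4-MU fluorescence Ex 365/Em 440 nm; AC50 by Hill fit.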
GAA glycogen mod = qHTS Assay for Inhibitors and Activators of Human alpha-Glucosidase Cleavage of Glycogen; 0.38% of 300,000 active; AID 2100, 2009; Potency, µM (titrated, usually from 76.4 µM), inactives show at the top dose activity change, negative = inhibition, actives largely listed as inhibitors; recombinant GAA, glycogen substrate, Amplex Red glucose oxidase fluorescence;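 further: 0% = full enzyme reaction and -100% = no-enzyme basal signal; the screen sought inhibitors and activators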
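Recombinant enzyme (4 nM final) with compounds titrated up to 77 uM and bovine liver glycogen (30 ug) in citrate pH 5.0, 0.01% Tween-20, 37 C 40 min. Released glucose detected by Amplex Red/glucose oxidase (Ex 573/Em 610); AC50 from Hill fits.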
HTT ATP protect = qHTS Multiplex Assay to Identify Dual Action Probes in a Cell Model of Huntington: Cytoprotection (ATP). PC12 HTT-Q103 induced, cytoprotection, ATP luminescence, 40 h. Potency, µM (top dose mostly 56.4 µM), for inactives: cytoprotection (ATP increase), usual class: activators. 0.14% of 230,000 active. AID 1471, 2008;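 further: % of control where 0% means no effect; nearly all actives have a fitted effect of over 45% in size; toxic huntingtin expression switched on by the ecdysone agonist tebufenozide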
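Rat PC12, Q103 Htt exon1-GFP fusion, ecdysone promoter; tebufenozide inducer 100 nM final; compound titration; qHTS, 1500 cells/well; ATPlite luminescent read.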
Tau fluor counter = Counterscreen qHTS for Inhibitors of Tau Fibril Formation, Fluorescence Polarization; tau K18 P301L (four-repeat tau fragment) Alexa594 fluorescence, heparin fibrillization; Potency, µM (series often up to 57.7 µM), for the others: at the highest dose activity change, negative = decrease; 0.93% of 280,000 active; further: on the % scale 0 is the no-effect control and ±100 the full control effect; nearly all actives have a fitted effect of over 55% in size
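Human K18 P301L tau (15 uM unlabeled plus 0.24 uM Alexa 594-labeled, final) in 100 mM sodium acetate pH 7 was mixed with compound and 20 uM heparin and incubated 6 hr at 37 C.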
GAA inh = qHTS Assay for Inhibitors of Human alpha-Glucosidase as a Potential Chaperone Treatment of Pompe Disease; Lysosomal alpha-glucosidase (Homo sapiens), P10253; purified human GAA, 4-MU-alpha-glucoside fluorescence; Potency, µM (doses to about 76.9 µM), inactives show at the highest dose activity change, negative = inhibition, hits mostly inhibitors; 0.005% of 200,000 active;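 further: plate controls were uninhibited enzyme wells for no effect and no-enzyme background for full effect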
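Human enzyme at 4 nM with 400 uM 4-methylumbelliferyl-alpha-D-pyranoside, citrate/phosphate buffer pH 5.0, 0.005% Tween-20, 20 min at room temperature. Compounds up to 77 uM. 4-MU fluorescence (Ex 365/Em 440) read after NaOH/glycine stop; AC50 from Hill fit.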
Tau FP inhib = qHTS for Inhibitors of Tau Fibril Formation, Fluorescence Polarization | Microtubule-associated protein tau (Homo sapiens), P10636 | K18 P301L tau heparin fibrillization, Alexa594 FP, 6 h | Potency, µM (highest dose often 57.7 µM), for inactives: at the top dose activity, negative = inhibition, most hits filed as inhibitors | 0.39% of 280,000 active | AID 1468, 2008; further: on the % scale 0 is the no-effect control and ±100 the full control effect; nearly all actives have a fitted effect of over 55% in size
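FP of Alexa 594-tau after heparin (20 uM) induction. Substrate: human K18 P301L, 15 uM unlabeled, 0.24 uM labeled. Buffer 100 mM sodium acetate pH 7. 6 hr, 37 C.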
Starred values were filed as active, the others as inactive; ? = inconclusive; · = not tested or not shown; & = joins results of further samples; [ ] = dose if it differs, or a comment. The call rests on the fitted dose curve; in most records, active means well fitted curve in the direction sought with a large enough effect; inconclusive means small, poorly fitted or top-dose-only effect, or another doubt; inactive means no such curve, though single readings can be large; an effect the other way counts as inactive or inconclusive. Potency means the concentration at half of the fitted maximal effect.

SMILES	Tau fibril ThT	GLA spleen mod	GAA spleen mod	GAA glycogen mod	HTT ATP protect	Tau fluor counter	GAA inh	Tau FP inhib
COc1ccc(C(=O)NCCc2nnc(SCc3nc4ccccc4c(=O)[nH]3)n2C)cc1	-11%	-3%	-2%	-5%	13%	6%	-3%	11%
N#CC1=C(S)N=C(N)C(c2nc(-c3ccccc3)cs2)C12CCCC2 (stereo unspecified)	28µM*	0%	5%	-8%	?	?	-12%	?
CCN1C(=O)N(CC)C2NC(=S)NC21 (stereo unspecified)	-8%	6%	-2%	5%	-6%	-11%	0%	2%
Nc1nc(SCC(=O)N2CCCc3ccccc32)[nH]c(=O)c1-c1ccccc1	3%	-1%	-10%	-5%	-6%[0.074 µM]	1%	4%	-2%
O=C(Nc1cccc([N+](=O)[O-])c1)c1ccncc1	-3%	1%	-4%	1%	-7%[10 µM]	-5%	0%	5%
CCOc1cccc(NCc2cc3c(C(C)(C)C)nn(-c4ccccc4)c3[nH]c2=O)c1	-23%	-1%	-3%	-17%	?	?	-5%	9%
CC(C)CCNC(=O)C1CCN(C(=O)c2cc3sccc3n2Cc2ccc(Cl)cc2)CC1	-4%	·	·	-4%[76.3 µM]	·	-8%	·	-1%
O=C(Nc1ccc(CN2CCOCC2)cc1)c1ccc(-c2ccc(Br)cc2)o1	-8%	3%	-3%	-7%	-23%[0.074 µM]	?	-6%	-6%
Cc1nn(-c2ccccc2)c(N)c1C(O)(C(F)(F)F)C(F)(F)F	2%	-5%	-3%	2%	-3%[10 µM]	0%	2%	4%
COC(=O)C1NN=C(C(=O)c2ccc(Br)cc2)C1c1cccc(Br)c1 (stereo unspecified)	-14%	-6%	-5%	3%	·	-19%	-12%	-11%
CO/N=C/c1c(-c2ccc(Cl)cc2)nc2cc(C)ccn12	-13%	14%	·	-9%	-45%[inhibitor]	-9%	-7%	-6%
CC(=O)OC1CSC2c3ccccc3C(=O)N2Cc2sccc21 (stereo unspecified)	-10%	3%	4%	-11%	12%[10 µM]	-4%	·	-2%
COc1ccc(F)cc1CN1CCN(c2cc(C)nc3c4c(C)cc(C)nc4nn23)CC1	?	?	21%	11%	-81%[inhibitor]	1%	?	1%
CCc1ccc(C(=O)OCC(=O)NCC(F)(F)F)cc1	-6%	0%	3%	-5%	-31%[inhibitor]	-9%	3%	-4%
COc1ccccc1Oc1ccc(N/C=C2/CCCC2=O)cc1	-2%	-6%	-4%	4%	15%[10 µM]	-3%	?	11%
Clc1cc(Cl)cc(CN2CCSCC2)c1	0%	-10%	4%	0%	-14%[10 µM]	7%	-12%[15.4 µM]	1%
COc1cccc(NC(=O)Cc2nnc(SCC(=O)NC(C)c3ccccc3)n2C)c1 (stereo unspecified)	-6%	3%	2%	0%	-13%	-2%	8%	8%
COc1ccc(-c2nn(-c3ccccc3)cc2/C=N/Nc2ccc(S(N)(=O)=O)cc2[N+](=O)[O-])cc1OC	?	6%	2%	-4%	-54%[inhibitor]	?	-3%	?
CC(=O)c1cnc2cc(-c3ccccc3)nn2c1C	2%	-3%	-2%	-9%	27%[1.9 µM]	7%	-1%	7%
Cc1ccc(-c2nnc(Nc3ccc(O)cc3)c3ccccc23)cc1S(=O)(=O)N1CCCCC1	-2%	·	·	?	·	4.5µM*[quencher]	·	17%
O=C(C1CCN(c2ncnc3c2nc2n3CCCCC2)CC1)N1CCN(c2ccccc2)CC1	-16%	·	·	-3%[76.3 µM]	·	-11%	·	3%
c1cc2c(cc1Oc1nc(N3CCOCC3)nc(N3CCOCC3)n1)OCO2	-8%	6%	-3%	-4%	-4%	-7%	-2%	-4%
CCOc1cc(OCC)cc(C(=O)NC(=S)Nc2cccc(C(F)(F)F)c2)c1	-2%	8%	1%	-20%	4%	-22%	?	-6%
CCSC1=NCCN1S(=O)(=O)c1ccc(F)cc1	-4%	0%	-4%	2%	8%	-1%	-1%	4%
Cc1n[nH]c(C)c1S(=O)(=O)N1CCCC(C(=O)NCc2ccccc2Cl)C1 (stereo unspecified)	2%	1%	-1%	7%	·	2%	-3%	3%
CC(=O)N(CCC(Cc1ccccc1)c1ccc2c(c1)OCO2)Cc1ccc(Cl)cc1 (stereo unspecified)	?	15%	-10%	-6%	7%[10 µM]	-10%	-11%[15.4 µM]	14%
CC(=O)Oc1ccc2c(=O)c(/C=N/c3cc(=O)[nH]c(=S)[nH]3)coc2c1	?	6%	-2%	-7%	1%[10 µM]	-19%	0%[15.4 µM]	-4%
Cc1ccc(OCCN2CCN(c3ncnc4sc(C)c(C)c34)CC2)cc1	?	1%	-1%	8%	-28%	-15%	-6%	0%
C/C(CCN1CCc2nc(-c3ccccc3)c(-c3ccccc3)cc2C1)=N\OC[C@@H](O)[C@@H]1O[C@@H]2OC(C)(C)O[C@@H]2[C@H]1O	?	-5%[17.5 µM]	-9%[17.4 µM]	·	-79%[inhibitor][10 µM]	-5%[11.6 µM]	·	-1%[11.6 µM]
CCOC(=O)c1cnc2c(ccc3ccccc32)c1Nc1ccc(OCC)cc1	?	·	·	11%[76.3 µM]	·	-26%	·	-1%

An excerpt from above, limited to HTT ATP protect, GLA spleen mod and GAA glycogen mod:
| Structure | HTT ATP protect | GLA spleen mod | GAA glycogen mod |
| --- | --- | --- | --- |
| Cc1ccc(-c2nnc(Nc3ccc(O)cc3)c3ccccc23)cc1S(=O)(=O)N1CCCCC1 | · | · | ? |
| Clc1cc(Cl)cc(CN2CCSCC2)c1 | -14%[10 µM] | -10% | 0% |
| O=C(C1CCN(c2ncnc3c2nc2n3CCCCC2)CC1)N1CCN(c2ccccc2)CC1 | · | · | -3%[76.3 µM] |
| c1cc2c(cc1Oc1nc(N3CCOCC3)nc(N3CCOCC3)n1)OCO2 | -4% | 6% | -4% |

The listing continues.
SMILES	Tau fibril ThT	GLA spleen mod	GAA spleen mod	GAA glycogen mod	HTT ATP protect	Tau fluor counter	GAA inh	Tau FP inhib
Cc1ccc(C23CC4CC(CC(NC(=O)N5CCN(C)CC5)(C4)C2)C3)cc1	-6%	-4%	-5%	-21%	-8%	3%	-4%	3%
CCOc1ccc(C2/C(=C(/O)c3ccc(F)cc3)C(=O)C(=O)N2CCCN(C)C)cc1 (stereo unspecified)	-1%	-2%	-8%	-19%	15%[10 µM]	3%	-1%	-10%
CCS(=O)(=O)N1CCCc2cc(C(=O)Nc3cc([N+](=O)[O-])ccc3C)ccc21	?	·	·	-25%[76.3 µM]	·	?	·	9%
CCN(CC)C(=O)COc1ccc(-c2ccccc2)cc1	-13%	8%	6%	-16%	-33%	0%	3%	6%
CC(Nc1ccc(-c2nc(-c3ccncc3)no2)cc1[N+](=O)[O-])c1ccccc1 (stereo unspecified)	10%	·	·	-4%[76.3 µM]	·	-1%	·	-14%
CCOc1ccc(CNC(=O)CCc2cn(C)c3ccccc23)cc1OC	-7%	-5%	-2%	-3%	6%	-15%	6%	1%
COCCn1c(SCc2csc(-c3ccccc3)n2)nc2ccccc21	?	-1%	-2%	-4%	25%[10 µM]	-15%	-23%	-3%
O=C(Nc1cccc(C(F)(F)F)c1)c1cccc(NS(=O)(=O)c2ccc(Br)c(C(=O)O)c2)c1	-3%	4%	-8%	-6%	·	-9%	2%	-4%
Cc1cccc(N(Cc2cc3ccc(C)cc3[nH]c2=O)C(=O)c2ccco2)c1	-14%	8%	-1%	2%	16%[10 µM]	-7%	·	-2%
Cc1ccnc(NS(=O)(=O)c2ccc(NC(=O)Cc3cccs3)cc2)n1	-4%	-5%	-2%	-14%	2%[10 µM]	0%	4%	8%
O=C(O)c1cc(NCc2c(F)cccc2Cl)ccc1N1CCOCC1	3%	0%	-7%	7.1µM*	-3%[0.074 µM]	10%	3%	2%
O=C(CNC(=O)C12CC3CC(CC(C3)C1)C2)OCc1cc(=O)n2cc(Br)ccc2n1	0%	1%	-5%	3%	3%	-3%	2%	-4%
CCOC(=O)c1cc(NC(=O)N(CC)C2CCCCC2)c(C)nc1C	-9%	10%	11%	-10%	-3%	-6%	-3%	-16%
CCOc1ccc(-c2ccc(/C=C3/C(=N)N4C(C)=CSC4=NC3=O)o2)c([N+](=O)[O-])c1	3.2µM*	-6%	-10%	1%	23%[10 µM]	?	?	14%
COc1ccc(C(=O)NC2(C(F)(F)F)C(=O)Nc3c2c(=O)[nH]c(=O)n3CCc2ccc(OC)c(OC)c2)cc1 (stereo unspecified)	-6%&3%	-3%	8%	12%[76.3 µM]	-7%	-12%&1%	?	-5%&2%
O=C(CSc1nc2c(c(=O)[nH]1)CCC2)Nc1cccc(Cl)c1	-6%	0%	-6%	1%	-18%	-7%	2%	-11%
CCOc1ccc2c(c1)nc(SCC(=O)c1cccs1)n2C	-12%	6%	-11%	11%	-7%	-2%	8%	3%
FC(F)(F)c1ccccc1NC(=S)N1CCCC1	4%	-1%	1%	6%	2%[10 µM]	9%	6%	3%
CCC(=O)NC(Nc1nc2ccc(C)cc2s1)(C(=O)OC)C(F)(F)F (stereo unspecified)	-14%	-4%	-2%	3%	17%	-3%	?	4%
CCC(C)(C(=O)NC1CCCCC1)N(Cc1cccs1)C(=O)Cc1cccs1 (stereo unspecified)	-9%	-2%	2%	7%	-9%	-1%	6%	-1%

Sorted by value in Tau fibril ThT (ascending): some entries from above
compound	Tau fibril ThT
CC(=O)OC1CSC2c3ccccc3C(=O)N2Cc2sccc21 (stereo unspecified)	-10%
CCOc1cc(OCC)cc(C(=O)NC(=S)Nc2cccc(C(F)(F)F)c2)c1	-2%
Nc1nc(SCC(=O)N2CCCc3ccccc32)[nH]c(=O)c1-c1ccccc1	3%

Rows were taken by chance. Share with any hit: about 3.3%.
